Screening data as filed in PubChem.
S3 lipid droplet = qHTS Assay for Lipid Storage Modulators in Drosophila S3 Cells | Drosophila S3 cells, BODIPY lipid droplet fluorescence, 18-24 h; cells fed with added oleic acid | 320,000 compounds, 0.64% hits | Potency in µM for hits, for the others lipid storage change, negative = inhibition, % at the top dose, mostly 46.1 µM | AID 2685; active means well fitted inhibition curve with a large enough effect in the signal ratio, with a control signal flat, not every such curve was filed as active; inconclusive means small, poorly fitted or top-dose-only effect, or effect the other way, or a change in a side signal; the % refers to the signal ratio
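Drosophila S3 cells loaded with oleic acid (400 uM, as added) and compounds at several concentrations; lipid droplets imaged by 488-nm laser-scanning cytometry, 500–530 nm intensity and object ratio to cell channel. Percent activity normalized to 20 uM Triacsin C.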
S3 lipid droplet cell count max = also measured in S3 lipid droplet; calls as there; cell number change, %; measured here: cell count max response;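 cells counted by Cell Tracker Red CMTPX staining in the red channel; peak over a dose series mostly up to 46.1 µM; percent activity relative to internal control wells on each plate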
An asterisk follows results filed as active; i = inactive; ? = inconclusive; . = no result given; [ ] = another dose, or the depositor's remark. On the % scale 0 is the no-effect control and ±100 the full control effect; potency means the concentration at half of the fitted maximal effect. This is a subset. The share of hits here may be higher or lower than overall.

SMILES	S3 lipid droplet	S3 lipid droplet cell count max
CCCCNS(=O)(=O)c1ccc(OC)c(C)c1	6%	2
Cn1c(CN2CCCC2)nc2cc(NC(=O)c3ccc(Cl)cc3)ccc21	-1%	6
COc1cccc(/C=N/Nc2ncc(C)c(=O)[nH]2)c1OC	?	.
COC(=O)c1c(-c2ccccc2)c[nH]c1C	5%	17
CCOc1cc(C2NC(=O)N(C)C(C)=C2[N+](=O)[O-])ccc1OC(C)=O (stereo unspecified)	?	.
O=C(c1cccc(C(F)(F)F)c1)C1CCCN(Cc2cccn2-c2ccccn2)C1 (stereo unspecified)	-9%	-17
Cc1cccc(Nc2nnc(SCC(=O)Nc3cccc(S(=O)(=O)N4CCCCC4)c3)s2)c1	?	.
COc1ccc(OCC(=O)Nc2cc(S(=O)(=O)N3CCCC3)ccc2OCC(F)(F)F)cc1	?	.
O=S(=O)(N1CCCCC1)N1CCN(c2ccc(F)cc2)CC1	18%	15
CCc1cccc(C)c1N1C(=O)CC(C)(C)CC1=O	-7%	3
O=C(COC(=O)c1ccc(S(=O)(=O)N2CCCC2)cc1)Nc1cccc(Br)c1	?	.
NS(=O)(=O)c1ccc(CCNC(=O)c2cc(-c3ccccc3)nc3ccccc23)cc1	?	.
CN(C(=O)COc1ccccc1C(=O)NCCOc1ccccc1)c1ccccc1	?	.
CCCS(=O)(=O)N1CCN(CCCc2ccccc2)CC1	9%	6
COc1cccc2c1Oc1ncccc1N(C(=O)CCC(=O)NCc1cccc(C)c1)C2	?	.
CN1CCc2c(OCc3ccc(F)cc3)cccc2C1=O	-24%	.
COc1ccc(CNC(=O)c2ccc(Cl)c(S(=O)(=O)N3CCOCC3)c2)cc1OC	1.6µM*	-21*
CSc1nc2c(c(=O)[nH]1)C(c1cccc(Cl)c1)CC(=O)N2 (stereo unspecified)	15%	.
Cc1ccc(NC(=O)c2cc(S(=O)(=O)N3CCCCC3)c[nH]2)cc1C	?	.
CN(C)c1ccc(/C=C(/NC(=O)c2ccccc2Cl)C(=O)NCCN2CCOCC2)cc1	i	11
O=C(c1ccco1)N1CCN(Cc2nc3ccc([N+](=O)[O-])cc3c(=O)n2-c2ccccc2F)CC1	?	.
CCOc1cc(C(c2c(C)[nH][nH]c2=O)c2c(C)[nH][nH]c2=O)ccc1O	?	.
Cc1cc(C)c(OCCCn2ccnc2)c(C)c1	11%	12
CCC(C)NC(=O)c1ccc2c(SCC(=O)O)c3c(nc2c1)CCCC3 (stereo unspecified)	-5%	-1
O=C(CN1CCOCC1)Nc1ccc(N2CCN(c3ccccc3)CC2)c(F)c1	5%	.
O=C1CSC(c2ccccn2)N1c1ccc2ccccc2c1 (stereo unspecified)	?	.
O=C1CCCN1CC(O)CS(=O)(=O)c1ccccc1 (stereo unspecified)	-11%	-10
C=CCc1ccc(OCCN2CCc3ccccc3C2)c(OC)c1	2%[9.22 µM]	15
Cc1cc2ccccc2cc1CN1CCOCC1	13%	-3
COc1ccc(/C=C/C(=O)Nc2nonc2NC(C)=O)cc1	3%	4
N=C1/C(=C\c2ccc(-c3cc(Cl)cc(Cl)c3)o2)C(=O)N=C2SC=C(c3ccccc3)N12	3%	8
COc1cc2c3c(c1)C(C)=CC(C)(C)N3C(=O)C2=O	11%	7
COc1cc(/C=N/NC(=O)c2sc3nc(C)cc(C)c3c2N)ccc1O	-13%	-9
CCCCC1=CC2=CC(=O)C(C)(OC(=O)CC)C(=O)C2=CN1Cc1ccc(OC)cc1 (stereo unspecified)	12%	8
COc1cc(C(=O)NCC2CCCCC2)ccc1OCc1c(C)noc1C	?	.
CCC(NS(=O)(=O)c1ccc(C)cc1)C(=O)N1CCC2(O)CCCCC2C1 (stereo unspecified)	?	.

5 compounds already listed, sorted by number of heavy atoms, smallest number first.
SMILES	S3 lipid droplet	S3 lipid droplet cell count max
O=C1CCCN1CC(O)CS(=O)(=O)c1ccccc1 (stereo unspecified)	-11%	-10
O=C1CSC(c2ccccn2)N1c1ccc2ccccc2c1 (stereo unspecified)	?	.
COc1cc(/C=N/NC(=O)c2sc3nc(C)cc(C)c3c2N)ccc1O	-13%	-9
COc1cc(C(=O)NCC2CCCCC2)ccc1OCc1c(C)noc1C	?	.
CCCCC1=CC2=CC(=O)C(C)(OC(=O)CC)C(=O)C2=CN1Cc1ccc(OC)cc1 (stereo unspecified)	12%	8

The list goes on.
SMILES	S3 lipid droplet	S3 lipid droplet cell count max
C[N+]1(CC(=O)Nc2ccc(F)cc2)CCN(C(=O)c2ccco2)CC1	5%	0
O=C(CCC(=O)Nc1ccccc1)NNS(=O)(=O)c1ccc(Cl)cc1	i	-7
O=C(Nc1ccc(SC(F)F)cc1)C1CC(=O)N(Cc2ccccc2)C1 (stereo unspecified)	i	-2
COc1cccc(-n2c(SCC(=O)Nc3cc(C)on3)nc3c([nH]c4ccccc43)c2=O)c1	?	.
CC(C)CCNC(=O)/C=C/c1ccc(Br)cc1	?	.
Oc1c(CN2CCCC2)cc(COCc2ccccc2)c2cccnc12	?	.
O=C(Nc1ccccc1OC(F)F)c1oc2ccccc2c1COc1ccccc1	1%	-19
Cc1sc2cc3c(c(C(=O)c4ccccc4)[n+]2c1C)-c1cccc2cccc-3c12	?	.
Cc1ccc(C(=O)N/N=C\c2sccc2C)cn1	?	.
CC(C)NC(=O)NC(=O)COC(=O)c1ccc(S(=O)(=O)NCc2ccco2)cc1	11%	-5
O=C(O)CCCn1nc(-c2ccccc2)c2ccccc21	27%	.
Nn1c(SCC(=O)Nc2ccc(S(N)(=O)=O)cc2)nnc1-c1ccco1	?	.
Cc1nnsc1C(=O)N1CCCC(N2CCN(c3ccc(F)cc3)CC2)C1 (stereo unspecified)	?	.
O=C(CN1C(=O)c2ccccc2C1=O)Nc1cc(C(=O)O)cc(C(=O)O)c1	-12%	2
COc1ccc(Cc2nc(=S)[nH][nH]2)cc1Br	-1%	0
CCC(=O)Nc1ccc(S(=O)(=O)Nc2ccccn2)cc1	-3%	-12
Cc1cc2ncn(C(=O)N3CCCCCC3)c2cc1C	-3%	16
CC(=O)Nc1ccc(NS(=O)(=O)c2cc(Cl)ccc2Cl)cc1	26%	16
Cc1ccc(C)c(N(CC(=O)N/N=C/c2ccc(-c3ccc([N+](=O)[O-])cc3)o2)S(=O)(=O)c2ccccc2)c1	?	.
Nc1ccccc1SCC(=O)Nc1ccc2c(c1)OCCO2	i	21
NC(=O)c1c(NC(=O)c2cccc(N3C(=O)CCC3=O)c2)sc2c1CCCCC2	7%	9
O=C1c2ccccc2C(=O)N1CCn1nc(Cl)nc1Cl	?	.
O=C(O)c1ccccc1NCc1cccs1	?	.
O=C(c1ccco1)n1nc(NCc2ccccc2)nc1NCc1ccccc1	?	.
COc1ccccc1OCC(=O)NNC(=O)C(=O)N1CCCC1	5%	3
COc1ccc(OCCCC(=O)Nc2cc(S(=O)(=O)N3CCCCC3)ccc2C)cc1	?	.
CCOc1ccc(C2C(C#N)=C(N)N(N(C)C)C3=C2C(=O)CC(C)(C)C3)cc1 (stereo unspecified)	?	.
CCOc1cc(/C=C2\C(=O)N(Cc3ccco3)C(C)=C2C(=O)OC)ccc1O	?	.
COc1ccc2oc(C(=O)NC3CCCCC3)c(C)c2c1	0%	-9
Cc1ccc(NN2C(=O)C=C(c3ccccc3)C2=O)cc1	?	.
CC1(C(=O)OCC(=O)Nc2cccc(S(=O)(=O)NC3=NCCCCC3)c2)CC1(Cl)Cl (stereo unspecified)	20%	.
COc1cc2c(cc1OC)CN(c1nc(CN3CCCC3)nc3sc(C)c(C)c13)CC2	?	.
Cc1cccc(Nc2nc(-c3cccs3)cs2)n1	?	.
Cc1cccc2cc(CN(Cc3cccnc3)C(=O)c3cccs3)c3nnnn3c12	?	.
CC(C)CNC(=O)C(=O)NNC(=O)c1ccco1	-12%	-10
CCN(CC(=O)Nc1c(F)cccc1F)C(=O)/C=C/c1ccc(C)cc1	?	.
CN1CC(=O)N(CC(=O)Nc2ccc(Cl)c(C(F)(F)F)c2)C1=O	-8%	5
O=C(Cc1ccccc1)Nc1scc(-c2ccccc2)c1C(=O)N1CCOCC1	?	.
O=C(Nc1ccc(-c2nc3cc(Cl)ccc3c(=O)o2)cc1)c1ccco1	5%	8
CCc1nnc2c3cnn(-c4ccccc4)c3ncn12	i	-23
O=C(NCc1ccc(Cl)cc1)C1CCN(S(=O)(=O)c2cccnc2)CC1	i	.
COc1cc(=O)n(C)c2c(OCC3OC(C)(C)OC3(C)C)cccc12 (stereo unspecified)	?	.
CCCCOC(=O)Nc1sc2nc(C)cc(C)c2c1-n1cccc1	?	.
Cc1nonc1C1CCCN1C(=O)c1cc(COc2ccc(F)cc2F)on1 (stereo unspecified)	?	.
CCOc1ccc(C(O)Cc2nc3ccccc3n2C)cc1 (stereo unspecified)	9%	5
Cc1cc(NC(=O)c2ccccc2)nc2c1c(=O)oc1ccccc12	?	.
CCc1nnc(NS(=O)(=O)c2ccc(NC(=O)c3ccccc3)cc2)s1	-3%	1
Cc1cc(C)c2c(=O)[nH]c(=O)n(Cc3ccccc3)c2n1	?	.
Cc1ccc(O)c(-c2[nH]ncc2C(=O)c2ccc(Br)cc2)c1	?	.
Cc1ccc(C(C(=O)NCc2ccc(F)cc2)N(C(=O)c2csnn2)C2CC2)o1 (stereo unspecified)	26%	5
COc1ccc(N(CC(=O)NCc2ccco2)S(=O)(=O)c2ccccc2)cc1	-11%	3
CN1CCN(S(=O)(=O)c2cccc(C(=O)N(Cc3nnc(-c4ccc(Cl)cc4)o3)C3CC3)c2)CC1	?	.
CCOC(=O)Cc1c(C)nc2c(-c3ccc(Cl)cc3)c(C)[nH]n2c1=O	-7%	1
CCCCNC(=O)c1cccc(C(=O)NCCCC)c1	?	.
Cc1ccc(OC(=O)c2cccnc2)cc1	-2%	-8
CN1CCN(c2ccccc2NC(=O)c2ccc(N3CCOCC3)c([N+](=O)[O-])c2)CC1	?	.
Cc1cccc(C)c1NC(=O)CN(C)C(=O)c1cccc(S(=O)(=O)N2CCN(c3ccccc3)CC2)c1	i	-9
CC(C)CC1NC(=S)N(Cc2ccccc2)C1=O (stereo unspecified)	14%	-23
CC1(C)CC(=O)CC(=Nc2ccc(C(=O)O)cc2)C1	-24%	2
Cc1ccccc1Cn1cc(S(=O)(=O)CC(=O)N2CCCCC2)c2ccccc21	5%	4

As a working copy, some entries already given:
SMILES	S3 lipid droplet	S3 lipid droplet cell count max
Cc1ccc(OC(=O)c2cccnc2)cc1	-2%	-8
CN1CCN(c2ccccc2NC(=O)c2ccc(N3CCOCC3)c([N+](=O)[O-])c2)CC1	?	.
Cc1cccc(C)c1NC(=O)CN(C)C(=O)c1cccc(S(=O)(=O)N2CCN(c3ccccc3)CC2)c1	i	-9
CC(C)CC1NC(=S)N(Cc2ccccc2)C1=O (stereo unspecified)	14%	-23
CC1(C)CC(=O)CC(=Nc2ccc(C(=O)O)cc2)C1	-24%	2
Cc1ccccc1Cn1cc(S(=O)(=O)CC(=O)N2CCCCC2)c2ccccc21	5%	4

Record cards, from the list above. Screens in order: S3 lipid droplet, S3 lipid droplet cell count max
`CN1CCc2c(OCc3ccc(F)cc3)cccc2C1=O` as listed: -24%, .
`Cc1cc2ncn(C(=O)N3CCCCCC3)c2cc1C` as listed: -3%, 16

Remaining list, next part:
SMILES	S3 lipid droplet	S3 lipid droplet cell count max
CCCn1nnnc1NC(=O)COc1ccc(Br)cc1	11%[9.22 µM]	12
Cn1nc(-c2ccccc2)c(-c2nc(-c3ccccc3Cl)no2)c1Cl	?	.
O=C(c1cccc(S(=O)(=O)N2CCOCC2)c1)N(Cc1nnc(-c2ccccc2Cl)o1)C1CC1	?	.
Nc1cc(Cl)nnc1Cl	-11%	8
O=C(COC(=O)c1cnccn1)NCc1ccccc1	i	9
Oc1c(Cl)cc(Cl)cc1C=Nc1ccc(N2CCOCC2)cc1	?	.
COC(=O)c1ccc(Cn2nnc3ccccc3c2=O)o1	i	-19
CSCCNC(=O)c1cccc(Cl)c1	?	.
CC(=O)/C(=N/Nc1cccc(Cl)c1)N1CCOCC1	i	.
CCN(CC)S(=O)(=O)c1ccc(N2CCOCC2)c(NC(=O)CCOc2ccccc2)c1	i	.
CCCc1cc(=O)[nH]c(SC(C)C(=O)N2c3ccccc3CC2C)n1 (stereo unspecified)	10%	2
Cc1cccc(OCCNC(=O)CCNS(=O)(=O)c2ccc3ccccc3c2)c1	-19%	2
Cc1cc(NC(=O)COC(=O)C(C)Oc2ccc(Cl)cc2Cl)no1 (stereo unspecified)	?	.
O=C1Nc2ccccc2C12Nc1ccccc1S2 (stereo unspecified)	?	.
O=C(CSc1nnc(-c2ccco2)n1CC1CCCO1)N1CCCCC1 (stereo unspecified)	18%	24
O=C(CCN1C(=O)c2ccccc2C1=O)Nc1cc(F)ccc1F	?	.
N#Cc1ccc(-c2cccnc2)nc1SCC(N)=O	-7%	0
Cc1nn(-c2ccccc2)nc1CNC(=O)C1CCC1	4%	27
O=C(CSc1c2c(nc3ccccc13)CCC2)N1CCCC1	0%	-10
COc1cccc(NC(=S)N2C3CCCC2CC(NC(=O)C2CC2)C3)c1 (stereo unspecified)	?	.
NC(=O)c1ccc(-n2nnnc2SCC(=O)Nc2ccc(F)cc2)cc1	-3%	27
O=C(CSc1nnc(CNC(=O)c2ccc(F)cc2)o1)c1ccccc1	i[0.369 µM]	0
